MBD2 DNA inh – blocks human MBD2 binding to methylated DNA | TR-FRET, MBD2 binding to methylated oligonucleotide | inhibition, % at 4.4 µM | 370,000 tested, 0.31% active | AID 686964; in the data active = inhibition above about 13%
PLC-gamma1 inh – blocks human PLC-gamma1 enzyme activity; P19174; purified PLC-gamma1, fluorogenic substrate, fluorescence; inhibition, % at 12.2 µM; 370,000 tested, 0.84% active; in the data active = inhibition above about 9.5%
hgDAF12 agonist – agonists of H. glycines DAF-12 nuclear receptor; activation, % at 6.8 µM; HEK293 GAL4-hgDAF12 UAS-luciferase reporter, agonist luminescence; normalized to butyrate control; 370,000 tested, 1.8% active;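 active = activation above a cutoff set at the mean of all screened compounds plus 3 SD, cut at about 10% in these data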;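 note: 0% = DMSO wells and 100% = sodium butyrate wells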
PLC-beta3 inh – blocks human PLC-beta3 enzyme activity; inhibition, % at 12.2 µM; Purified PLC-beta3, fluorogenic substrate, fluorescence; AID 720704; Q01970; 370,000 tested, 0.18% active; in the data active = inhibition above about 11%;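 note: 0% = median of compound wells on plate and 100% = full blocker control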
Target sequence (Q01970 whole entry, looked up): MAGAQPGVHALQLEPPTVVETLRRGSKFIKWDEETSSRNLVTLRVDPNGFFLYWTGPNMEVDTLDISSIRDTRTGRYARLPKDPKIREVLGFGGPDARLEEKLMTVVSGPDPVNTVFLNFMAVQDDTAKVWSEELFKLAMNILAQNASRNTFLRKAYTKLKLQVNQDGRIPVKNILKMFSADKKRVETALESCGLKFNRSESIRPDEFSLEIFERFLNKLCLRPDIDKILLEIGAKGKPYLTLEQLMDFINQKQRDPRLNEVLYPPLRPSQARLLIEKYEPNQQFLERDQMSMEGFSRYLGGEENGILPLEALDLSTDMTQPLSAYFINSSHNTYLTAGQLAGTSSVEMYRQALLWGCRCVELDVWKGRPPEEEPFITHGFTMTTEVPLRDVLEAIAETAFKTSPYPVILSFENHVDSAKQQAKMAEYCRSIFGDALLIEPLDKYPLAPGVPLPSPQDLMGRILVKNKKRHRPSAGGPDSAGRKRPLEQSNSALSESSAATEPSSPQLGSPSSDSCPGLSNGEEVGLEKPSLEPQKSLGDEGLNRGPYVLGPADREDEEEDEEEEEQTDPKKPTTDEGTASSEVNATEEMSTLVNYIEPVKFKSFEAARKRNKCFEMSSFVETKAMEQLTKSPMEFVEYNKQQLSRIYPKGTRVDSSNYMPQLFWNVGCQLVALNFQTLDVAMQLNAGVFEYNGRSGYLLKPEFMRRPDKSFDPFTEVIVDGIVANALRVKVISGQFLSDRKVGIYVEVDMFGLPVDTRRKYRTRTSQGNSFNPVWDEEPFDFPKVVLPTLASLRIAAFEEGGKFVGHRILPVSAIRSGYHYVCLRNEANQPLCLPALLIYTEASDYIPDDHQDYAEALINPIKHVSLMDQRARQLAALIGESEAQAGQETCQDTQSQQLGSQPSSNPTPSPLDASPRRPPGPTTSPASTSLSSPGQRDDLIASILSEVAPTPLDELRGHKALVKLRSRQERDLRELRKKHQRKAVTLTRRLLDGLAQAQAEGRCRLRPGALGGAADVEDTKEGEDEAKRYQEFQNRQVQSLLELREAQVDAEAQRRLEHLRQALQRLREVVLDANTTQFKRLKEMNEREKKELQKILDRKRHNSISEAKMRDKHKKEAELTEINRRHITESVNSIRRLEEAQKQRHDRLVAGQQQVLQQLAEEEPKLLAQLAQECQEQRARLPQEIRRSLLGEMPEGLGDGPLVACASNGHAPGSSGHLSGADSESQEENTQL
SMARCA2 act – activators of SMARCA2 function | MG213 cells, MMTV-luciferase reporter, dexamethasone, overnight | activation, % at 9.1 µM | 370,000 tested, 1% active | AID 652017; in the data active = activation above about 7.8%;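 note: 0% = vehicle wells and 100% = reference activator wells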
ssDAF12 agonist – S. stercoralis DAF-12 activation, primary screen; AID 652126; HEK293 ssDAF-12/GRIP1 lit1-tk-luc reporter, luminescence; % of 3 µM dafachronic acid response; activation, % at 6.8 µM; 370,000 tested, 1% active;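 active = activation above the mean over all tested compounds plus 3 SD, cut at about 0.9% in these data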;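 note: 0% = DMSO-only wells and 100% = 3 µM delta7-dafachronic acid wells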
ADAM17 inh – ADAM17 inhibition, QFRET primary screen; recombinant ADAM17, EDANS/DABCYL FRET peptide cleavage; 370,000 tested, 0.83% active; AID 720648; inhibition, % at 6.95 µM;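 active = inhibition above the mean of compounds lying between control limits plus 3 SD, set per campaign, cut at about 8.5% in these data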;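 note: 0% = DMSO-only wells as the low control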
DAX1 inh-1 – inhibitors of DAX1 repression of SF-1 activated StAR promoter; HEK293T StAR-luciferase reporter, SF-1/DAX-1 repression relief; inhibition, % at 6.8 µM; 370,000 tested, 1.1% active; AID 652010;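 active = inhibition above the mean over all tested compounds plus 3 SD, cut at about 3.6% in these data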;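 note: 0% = DAX-1 cells with DMSO and 100% = cells lacking DAX-1 with DMSO; higher inhibition means more luminescence from relief of DAX-1 repression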
Rev-erbA mod – modulates human Rev-erb alpha binding to DNA; Rev-erbα–FITC-DNA binding, fluorescence polarization, 90 min; P20393; 370,000 tested, 0.79% active; activity, % at 10 µM;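 active = activity above about 14%, limit read from the data; passing the limit was not always enough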;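 note: 0% = DMSO wells with 35 nM protein and 100% = DMSO wells with 750 nM protein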
DAX1 inh-2 – inhibits human nuclear receptor DAX1; P51843; HEK293 Gal4-DAX1 luciferase reporter, luminescence; inhibition, % at 6.75 µM; 340,000 tested, 0.99% active; AID 504766;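 active = inhibition above the mean over all tested compounds plus 3 SD, cut at about 4.2% in these data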;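 note: 0% = DAX1-transfected cells with DMSO and 100% = empty-vector control cells with DMSO; inhibition shows as a rise in luminescence from relieved DAX1 repression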
hcDAF-12 act – activators of H. contortus DAF-12 nuclear receptor. activation, % at 6.8 µM. AID 652067. 370,000 tested, 1.4% active. HEK293 hcDAF-12 lit1-tk-luc reporter, luminescence; 0% DMSO, 100% Δ7-dafachronic acid;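 active = activation above the mean of all tested compounds plus 3 SD, cut at about 5.5% in these data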;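 note: 100% = response to 3 µM Δ7-dafachronic acid high control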
Numbers without * were called inactive; / = no result given.

structure,DAX1 inh-1,PLC-gamma1 inh,Rev-erbA mod,MBD2 DNA inh,DAX1 inh-2,PLC-beta3 inh,ADAM17 inh,ssDAF12 agonist,hgDAF12 agonist,SMARCA2 act,hcDAF-12 act
CC1(C)Cc2ccccc2C(NN=C2CCCC2)=N1,0.6,4,2,1,-1.4,2,-2,-2.0,-0.9,0,-0.3
CCOC(=O)c1ccc(NC(=O)c2c(Cl)cc(C)nc2C)cc1,-0.3,1,-1,6,-1.9,-6,-1,-0.5,2.0,-1,-1.5
CC(C)C[C@@H]1NC(=O)[C@H](Cc2ccccc2)N(C)C(=O)[C@H](C)NC(=O)c2ccccc2NC(=O)[C@H](Cc2ccc(O)cc2)N(C)C1=O,-4.1,7,-3,5,-3.8,10,3,-1.6,-1.8,-1,-4.7
CC(C(=O)N1CCc2ccccc21)N1CCN(Cc2ccccc2)CC1 (stereo unspecified),0.1,-2,-2,4,0.0,-7,-5,-0.3,1.3,-3,2.1
COC(=O)C1=C(C(=O)OC)[C@@H]2N(Cc3ccccc3)c3ccccc3[C@@]23C[C@@H](C(=O)OC)N(C(C)=O)C3=N1,-0.2,1,1,-4,-0.8,0,1,-1.2,0.8,-1,-0.9
O=c1nc(NO)ccn1C1CCCO1 (stereo unspecified),0.5,5,-3,-1,-0.2,4,3,-0.5,0.1,-3,-0.7
COc1ccc(S(=O)(=O)N2CCN(c3ccc(F)cc3)CC2)cc1C(=O)N1CCOCC1,-0.2,2,0,4,-1.1,-6,-2,-1.0,-1.2,-4,-0.8
Cc1ccc(NC(=O)Nc2c(C)[nH]c(=O)[nH]c2=O)cc1Cl,-0.4,4,2,-6,-0.1,-1,-5,-0.7,-0.7,-1,-1.9
COCCCN1C(=O)[C@H](CC(=O)NCc2cccc3ccccc23)[C@]2(C(=O)OC)CCCCC=C12,-0.7,1,7,7,/,2,1,-0.9,0.7,-3,-0.7
CCN(C(=O)COC(=O)c1ccccc1Oc1ccccc1)c1c(N)n(Cc2ccccc2)c(=O)[nH]c1=O,-0.8,2,-5,0,-0.7,-9,-3,-0.8,0.5,1,-0.6
CC(=O)Nc1ccc(C(=O)N/C(=C\c2ccccc2)C(=O)Nc2cccc(C(=O)O)c2)cc1,0.3,-3,-2,-4,1.4,-16,4,-1.4,0.5,-3,2.2
CC(O)CNc1nc2ccccc2n1-c1ncnc2sc3c(c12)CCC3 (stereo unspecified),-0.8,1,9,-1,-1.7,1,-1,-1.5,0.2,-3,-2.1
O=C1C=C(NNC(=O)c2cccnc2)CC(c2ccco2)C1 (stereo unspecified),0.0,-84,4,-7,3.3,-115,-7,-1.1,1.4,1,0.1
Cc1ccc(NC(=O)c2noc3c2CCC3)cc1C,4.2*,0,-15,6,4.1,-6,0,0.8,19*,1,5.5
CCOc1ccc(S(=O)(=O)N(CC(=O)Nc2cc(C)on2)Cc2ccccc2Cl)cc1,0.2,8,-6,2,-0.5,10,16*,-1.5,-1.8,-4,-2.6
COc1ccc(S(=O)(=O)N2CCCCC2)cc1NC(=O)CCCOc1ccc(C)cc1,-1.3,4,2,2,0.4,-9,-2,-0.5,2.4,-2,1.2
NC(=O)c1ccccc1NC(=O)CC12CC3CC(CC(Br)(C3)C1)C2,-0.1,1,6,0,0.8,0,-1,-0.7,2.9,1,-0.3
Cc1ccc(Cn2c(SCC(=O)N(C)C3CCS(=O)(=O)C3)nc3ccccc3c2=O)cc1 (stereo unspecified),-1.1,-1,1,-1,-0.4,-4,2,-0.8,-2.2,0,-2.3
C[C@@H]1CN([C@H](C)CO)C(=O)CCCn2nncc2CO[C@H]1CN(C)C(=O)c1cc(-c2ccccc2)on1,0.8,-1,-4,3,1.2,3,1,-1.1,0.2,-4,0.3
OCC1(CCc2ccccc2)CCN(Cc2c(F)ccc(F)c2F)CC1,-0.2,1,2,-2,-0.9,3,-1,-1.2,-1.3,1,0.1
COc1cc(OC)c(C(=O)OCC(=O)N2CCN(S(=O)(=O)c3ccc(C)cc3C)CC2)cc1OC,1.0,1,-4,-6,0.1,-6,0,-1.1,-2.9,-2,-3.4
CC(C)(C)c1nc2cc(Cl)c([N+](=O)[O-])cc2o1,0.1,0,2,-2,-0.8,-6,-5,-1.3,-3.0,-4,-1.1
COc1ccc(C2=NOC(C(=O)NCc3ccco3)C2)cc1 (stereo unspecified),-2.4,-3,-4,-2,-1.5,4,0,-0.9,12*,2,1.9
Cc1ncc([N+](=O)[O-])n1Cc1ccccc1F,0.5,1,-2,4,1.3,-2,-4,-1.6,-1.6,-4,-0.2
O=c1c2ccccc2n(Cc2ccno2)n1[C@@H](Cc1ccccc1)Cn1cc(C2CCCC2)nn1,-1.0,-37,6,8,/,-54,-103,-1.7,-3.2,-3,-2.9
Cc1ccc(C(=O)NC2CCCCN(C)C2=O)cc1 (stereo unspecified),1.2,-2,5,5,/,1,-5,-0.8,1.9,0,-0.2
COc1ccc(CN2CCN(C(=O)C3CCN(C(=O)Nc4ccccc4)CC3)CC2)cc1OC,-1.1,5,1,-5,0.1,-4,3,-1.5,-0.9,-1,1.5
O=P(CO)(Cc1ccccc1)Cc1ccccc1,-0.5,1,0,3,0.6,2,-2,-0.9,1.1,1,0.2
CCN(CCO)C(=O)CC(c1ccccc1)c1cc(Br)ccc1O (stereo unspecified),0.5,2,1,-7,1.0,5,2,-1.4,-3.4,1,-1.1
COc1ccc(NC(=O)C2CCN(C(=O)[C@@H]3Cc4ccccc4CN3C(=O)OC(C)(C)C)CC2)cc1,-0.1,-1,-3,4,-0.6,-4,-3,-1.5,0.3,2,0.1
CCCCCc1nc2c(c3c1CCCC3)CCCC2,0.3,1,2,4,/,-6,-7,-1.4,0.7,-2,-0.8
CSCC[C@H](NC(=O)N1CCn2c1nc1ccccc12)C(=O)NC1CC1,0.7,0,3,2,0.6,-2,-1,-0.8,0.0,4,-0.8
CCCN1CCCCC(NC(=O)c2ccccc2C)C1=O (stereo unspecified),1.4,-1,6,3,/,0,-3,-0.2,-4.3,6,0.5
Cc1ccccc1NC(=O)/C(C#N)=C\c1ccsc1,-0.1,4,12,4,1.1,2,2,-0.7,7.2,2,7.4*
CCN(C(=O)c1cc2c(s1)-c1ccccc1S(=O)(=O)C2)c1cc(OC)ccc1OC,-1.2,1,-1,4,-0.2,1,4,-1.2,-2.3,-1,-3.6
O=C(Cn1cnc2c(nnn2-c2ccccc2)c1=O)NCc1ccco1,0.9,-1,1,-3,-1.0,3,-1,-0.8,2.4,1,1.8
CC(C)NS(=O)(=O)c1ccc(OCC(=O)Nc2cccc3ccccc23)cc1,-1.3,2,0,-5,0.2,5,-1,-1.4,-2.8,0,-0.6
CCOC(=O)c1sc(-c2ccccc2)cc1NC(=O)CSc1nnnn1C,0.6,13*,-6,2,-0.5,3,6,-0.9,-1.4,-1,-2.0
O=C1c2cccc3cccc(c23)C(=O)N1CC1CCN(S(=O)(=O)c2ccccc2)CC1,-0.1,-1,-4,1,-1.8,-9,-7,-1.7,2.2,0,-1.4
COc1cc2nc(/C=C/c3ccc(N(C)C)cc3)sc2cc1SC,0.2,-96,1,3,-0.9,-106,-5,-0.4,4.7,0,1.9
CCOCCCN(C(=O)Cn1nnc(-c2ccc(C)o2)n1)C(C(=O)NC1CCCC1)c1ccc(C)o1 (stereo unspecified),-0.1,1,-3,-4,-0.5,-3,-1,-0.9,1.0,-1,-2.5
N#Cc1ccccc1NC(=O)C(=O)NCC1CCCN1S(=O)(=O)c1cccs1 (stereo unspecified),-0.2,-1,-8,7,0.8,-8,-4,-0.2,-0.5,-1,-1.0
COC(=O)c1sc(NC(=S)NC(=O)c2ccccc2)nc1C,0.7,-2,23,0,0.9,-1,0,0.2,0.8,3,4.4
CCC(C)NC(=O)c1ccc(-n2c(=S)[nH]c3ccccc3c2=O)cc1 (stereo unspecified),-0.4,2,-11,5,-0.7,2,-5,-1.5,-1.6,-1,-2.4
CSc1cccc(NC(=O)c2nnn(Cc3ccccc3)c2N)c1,-0.2,5,2,-2,-0.2,4,6,-1.3,-0.4,0,-1.9

With a hit mark in ADAM17 inh, among the entries above:
| SMILES | DAX1 inh-1 | PLC-gamma1 inh | Rev-erbA mod | MBD2 DNA inh | DAX1 inh-2 | PLC-beta3 inh | ADAM17 inh | ssDAF12 agonist | SMARCA2 act | hcDAF-12 act |
| --- | --- | --- | --- | --- | --- | --- | --- | --- | --- | --- |
| CCOc1ccc(S(=O)(=O)N(CC(=O)Nc2cc(C)on2)Cc2ccccc2Cl)cc1 | 0.2 | 8 | -6 | 2 | -0.5 | 10 | 16* | -1.5 | -4 | -2.6 |

Next records follow:
structure,DAX1 inh-1,PLC-gamma1 inh,Rev-erbA mod,MBD2 DNA inh,DAX1 inh-2,PLC-beta3 inh,ADAM17 inh,ssDAF12 agonist,hgDAF12 agonist,SMARCA2 act,hcDAF-12 act
CCCc1c(-c2cccc(Br)c2)ncn1Cc1cccc(-c2ccccc2)c1,-0.4,4,-3,-5,/,5,5,-1.5,-1.1,-3,-0.4
COC(=O)[C@]1(C)N[C@H](c2ccc(SC3CCCCC3)c(OC)c2)[C@@H]2C(=O)N(C)C(=O)[C@@H]21,-0.2,5,1,-3,-0.2,0,3,-1.4,1.8,0,-1.0
O=C(Nc1ccccc1)C1(c2ccccc2)CC1(Cl)Cl (stereo unspecified),-1.2,2,0,5,2.3,0,0,-0.7,-0.2,-4,-1.1
CCOCCCNCc1cc(Br)ccc1OCC,0.1,1,-4,-1,1.4,-4,-2,-1.6,-0.6,2,0.3
Cc1cccc(C)c1NC(=O)C(c1ccccc1)N1CCC(Cc2ccccc2)CC1 (stereo unspecified),-0.1,-1,-2,-2,/,3,3,-0.8,1.8,-5,0.9
Cc1ccc(C)c(N2CCN(C(=O)Cn3ncn4cccc4c3=O)CC2)c1,-2.2,0,-2,5,-1.2,0,-2,-1.6,1.2,-1,-1.6
O=C(CSc1nc2c([nH]c3ccccc32)c(=O)n1-c1ccccc1)N1CCOCC1,-0.3,3,-10,-8,0.2,1,1,-0.9,3.0,3,6.0*
N#C/C(=C\c1ccc(C(=O)O)cc1)c1ccccn1,-0.2,1,7,-4,1.7,3,0,-0.6,0.6,4,-1.3
COc1cc(CNCCc2ccc(S(N)(=O)=O)cc2)ccc1OCC(=O)N1CCCCC1,-0.7,2,8,-5,0.3,4,0,0.3,-0.6,-4,-1.3
CCN1CCN(c2ccc(S(=O)(=O)N3CCOCC3)cc2NC(=O)C(C)Oc2cccc(Cl)c2)CC1 (stereo unspecified),-0.9,-4,-1,8,-0.6,-4,2,-1.4,-2.0,-1,-0.4
Nc1nnnn1/N=C/c1cccs1,0.4,1,2,1,0.0,3,0,-0.2,2.5,-2,-1.5
COc1cc(/C=C(\C#N)C(=O)Nc2cccc(C(=O)O)c2)ccc1OCc1ccc(F)cc1,0.2,-1,0,0,0.6,-6,-1,-0.6,3.6,-1,-0.2
CCc1cc(C(=O)Nc2ccc(OC)nc2)sc1C,2.3,-4,-4,-3,-0.3,-12,-5,0.1,7.0,3,1.5
COc1cccc(/C=C/C(=O)OCC(=O)Nc2cccc(S(=O)(=O)N(C)C)c2)c1,0.8,-138,0,0,-0.8,-143,-57,-0.6,2.4,-6,-0.6
